Assay outcomes as filed in PubChem.
CF NFkB inh: inhibitors of PAF-induced NF-kB signaling, primary screen, cell-based, GFP fluorescence, uHTS; actives 0.86% (n = 360,000); AID 588850, 2011; inhibition, % at 5 µM; KKLEB NF-kB-GFP reporter, GFP fluorescence overnight;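 active = at least 50% inhibition at 5 µM, scaled per plate between neutral and stimulator controls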;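 also: PAF is a Pseudomonas aeruginosa culture filtrate used as stimulus; plate controls were PAF-stimulated DMSO wells for no effect and unstimulated DMSO wells for full effect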
MITF TRPM1 inh: inhibitors of MITF-dependent TRPM1 promoter reporter, primary screen, cell-based, SK-MEL-5, single point, luciferase; SK-MEL-5 TRPM1 promoter luciferase, 24 h; inhibition, % at 12.5 µM; actives 0.83% (n = 330,000);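 active = mean inhibition across replicates of 60% or more, whatever share of single replicates reaches that level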; also: values of inactives mirror those of a sister screen read the other way
Shn3 inh set2: reduction of Shn3 3'UTR firefly luciferase signal, primary screen, Schnurri-3 inhibitor project, cell-based, Clone20 osteoblasts, set 2. Clone20 osteoblast Shn3 3'UTR firefly luciferase, 24 h. inhibition, % at 12.5 µM. actives 0.52% (n = 360,000). AID 588674, 2011;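 active = mean inhibition of at least 75% with every replicate also reaching 75%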;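 also: 0% = median of neutral control wells and 100% = pilot-screen positive control compound; some compounds past the cut are filed as inactive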
KKLEB cytotox: cytotoxicity in KKLEB CF airway cells, primary screen, cytotoxicity control for CF NF-kB inhibitor project, cell-based, uHTS, fluorescence assay plates; KKLEB CF airway cells viability, ATPlite luminescence, overnight; stronger effect = lower value; cells stimulated with P. aeruginosa culture filtrate; AID 602141, 2011; activity change (cytotoxicity), % at 5 µM; actives 0.36% (n = 360,000);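 active = corrected activity change at or below -50% at 5 µM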
HIF-2a inh: HIF-2a reporter inhibitors, primary screen, luminescence, 786-0 RCC cells | 786-0 RCC cells HIF-2a reporter, luciferase luminescence, overnight | inhibition, % at 18.8 µM | actives 0.72% (n = 360,000) | AID 624352, 2012;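 active = inhibition of the luminescence signal of 40% or more relative to plate controls, in a single-dose primary screen at 18.75 µM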
CaV13 FRET inh: Disruptors of the CACNA1D IQ motif to Ca2+-dependent inactivation inhibitor domain association, primary screening, Förster resonance energy transfer in intact living … | HEK cells, CFP/YFP FRET ICDI-IQ, plate reader, 10 min; percent FRET-ratio fall versus neutral wells | inhibition, % at 12.3 µM | actives 0.098% (n = 340,000) | AID 743397;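 active = mean replicate inhibition of at least 30% and at least 1% of replicates passing that level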;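 also: 0% = median of the neutral control wells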
NR2E3 ag-1: NR2E3 agonists in two-hybrid cells, primary screen, cell-based, luminescence, CHO-S, Gal4-NCOR/VP16-NR2E3; Photoreceptor-specific nuclear receptor (Homo sapiens), Q9Y5X4; luciferase; inhibition of corepressor binding, % at 3.98 µM; actives 0.35% (n = 360,000); AID 602229, 2012;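 active = inhibition above the mean of all tested compounds plus 3 SD, cut at about 70% in these data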;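 also: 0% = DMSO with NR2E3 transfected cells and 100% = cells lacking NR2E3 construct; higher means lower luciferase signal from less NR2E3 corepressor binding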
Target sequence (Q9Y5X4 whole entry, looked up, the tested form may be a part): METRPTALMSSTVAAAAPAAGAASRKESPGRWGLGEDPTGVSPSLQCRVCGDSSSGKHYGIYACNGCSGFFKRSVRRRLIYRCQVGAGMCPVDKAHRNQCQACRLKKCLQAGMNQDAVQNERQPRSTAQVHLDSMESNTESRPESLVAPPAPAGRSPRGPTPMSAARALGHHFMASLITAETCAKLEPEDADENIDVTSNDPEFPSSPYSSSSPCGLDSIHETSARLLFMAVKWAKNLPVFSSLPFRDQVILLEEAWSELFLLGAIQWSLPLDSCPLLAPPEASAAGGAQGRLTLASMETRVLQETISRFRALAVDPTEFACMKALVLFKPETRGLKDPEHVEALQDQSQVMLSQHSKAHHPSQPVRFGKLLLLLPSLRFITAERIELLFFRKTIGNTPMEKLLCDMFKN
NR2E3 ag-2: inhibitors of NR2E3-RetCOR corepressor binding, primary screen, NR2E3 agonist project, biochemical, TR-FRET, GST-NR2E3, biotin-RetCOR; Photoreceptor-specific nuclear receptor (Homo sapiens), Q9Y5X4; 1536-well; inhibition of corepressor binding, % at 4.78 µM; actives 0.12% (n = 320,000); AID 2300, 2010;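 active = percent inhibition above the cutoff of mean plus 3 SD of all tested compounds, set per screening campaign, cut at about 20% in these data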;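 also: 0% = DMSO wells and 100% = biotin wells as full block of FRET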
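Material: NR2E3–RetCOR corepressor complex / Amount: 1.35 nM GST-NR2E3 / Medium: Tris pH 7.5 / Compound: single nominal compound dose of 4.8 µM / Incubation: 5 h at 4 °C / Technique: TR-FRET, Eu(K)-anti-GST donor, streptavidin-D2 acceptor, ex 340, em 617/671 nm / Read-out basis: percent loss of FRET ratio relative to control wells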
PDI turbidity: inhibitors of human PDI, primary screen, biochemical, turbidity, single point, plate reader | actives 0.052% (n = 350,000) | inhibition, % at 10 µM | AID 588391, 2011 | PDI insulin aggregation turbidity, A650, 90 min | Protein disulfide-isomerase (Homo sapiens), P07237;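 active = mean inhibition across replicates of 30% or more, whatever share of single replicates reach that level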;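 also: absorbance from insulin aggregation driven by PDI reduction with DTT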
Target sequence (P07237 whole entry, looked up): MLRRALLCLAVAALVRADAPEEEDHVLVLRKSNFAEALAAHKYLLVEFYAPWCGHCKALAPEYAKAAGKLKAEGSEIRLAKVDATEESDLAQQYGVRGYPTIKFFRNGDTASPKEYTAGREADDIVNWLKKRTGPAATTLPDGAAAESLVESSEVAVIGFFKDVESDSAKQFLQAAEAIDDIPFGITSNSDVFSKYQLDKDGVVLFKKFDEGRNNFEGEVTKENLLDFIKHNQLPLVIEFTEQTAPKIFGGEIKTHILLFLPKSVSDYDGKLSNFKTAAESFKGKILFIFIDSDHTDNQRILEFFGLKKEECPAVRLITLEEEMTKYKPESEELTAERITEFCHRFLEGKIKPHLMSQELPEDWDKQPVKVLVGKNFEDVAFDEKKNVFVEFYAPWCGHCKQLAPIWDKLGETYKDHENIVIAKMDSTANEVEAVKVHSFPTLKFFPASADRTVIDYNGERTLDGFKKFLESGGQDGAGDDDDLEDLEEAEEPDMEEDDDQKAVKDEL
Vif imaging: HIV Vif self-association inhibitors, primary screen, imaging, HEK293T, single point | inhibition, % at 7.49 µM | AID 602346, 2012 | actives 0.35% (n = 340,000) | HEK293T cells, Vif self-association by quenched fluorescence, 24 h; in the data active = inhibition above about 50%, passing the limit was not always enough; also: some results filed as inactive read as strong as hits
Peg3 prom inh: Peg3 promoter-driven luciferase inhibitors, primary screen, cell-based, HeLa, luciferase luminescence. actives 1.7% (n = 360,000). inhibition, % at 20 µM. HeLa PEG-Prom luciferase reporter, overnight;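 active = inhibition of at least 50% at 20 µM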
The depositor's hits bear a star; . = no result given.

#	Compound	CF NFkB inh	MITF TRPM1 inh	Shn3 inh set2	KKLEB cytotox	HIF-2a inh	CaV13 FRET inh	NR2E3 ag-1	NR2E3 ag-2	PDI turbidity	Vif imaging	Peg3 prom inh
1	O=C(OCc1csc(-c2ccccc2)n1)c1ccccc1O	-17	-49	-42	-15	-37	-4	-46	2	-2	5	-185
2	Fc1ccccc1COc1ccc2ccccc2c1CNc1nn[nH]n1	4	12	0	-6	7	3	-35	0	3	-4	-30
3	COc1ccc2c(c1)nc(SCC(=O)C(C)(C)C)n2C	-11	-18	-23	7	-68	-5	6	2	-3	1	-32
4	Cc1cccc(NC(=O)CSc2nc3nc(C)cc(C)c3c(=O)[nH]2)c1	-15	4	-13	-9	2	-7	7	0	0	1	10
5	O=C1/C(=C/c2cccc([N+](=O)[O-])c2)CSc2ccc(Cl)cc21	5	-12	4	-12	-2	-3	-15	2	-2	2	-8
6	COc1ccc(CNC(=O)CSc2cccc3cccnc23)cc1	6	3	11	3	4	-15	-20	-2	-3	2	-9
7	CC1=NCCN1S(=O)(=O)c1cc([N+](=O)[O-])ccc1Cl	-14	-26	-14	2	5	-2	14	-3	-1	3	10
8	Cc1ccccc1OCC(=O)OCC(=O)Nc1cc(S(=O)(=O)N2CCCCC2)ccc1Cl	32	7	13	-3	15	-15	-1	-2	3	-3	14
9	COc1ccc(N=Nc2c(-c3ccc(OC)cc3)[nH]oc2=O)cc1	2	-13	-2	6	10	-5	-18	5	5	4	9
10	COc1ccc(C(=O)c2ccc(Br)cc2)c2ccccc12	21	15	42	-18	2	-4	6	1	4	-3	29
11	O=C(CSc1nccn1Cc1ccccc1)Nc1ccccc1	6	-11	-8	-13	-22	-7	11	-2	1	9	-46
12	Cc1cc2c(=O)n(CC(=O)N3CCN(c4ccc(F)cc4)CC3)cnc2s1	-3	-2	-4	0	12	.	11	3	7	1	-6
13	COc1ccc(S(=O)(=O)Cc2ccc(C(=O)N3CCN(c4ccccn4)CC3)o2)cc1	18	-2	8	-4	6	.	1	4	1	3	10
14	CCn1c(NC(=O)c2cccc(Cn3cc(Cl)cn3)c2)nc2ccccc21	-31	16	43	-7	-33	-8	-62	0	3	-12	25
15	Cn1c(C(=O)N2CCCC(C(=O)NCCCSC3CCCCC3)C2)cc2sccc21 (stereo not drawn)	-12	7	23	-2	-11	.	38	0	-5	-1	18
16	Cc1ccc(CNC(=O)CN2C(=O)COc3ccc(C)cc32)cc1	2	-5	7	-2	9	-6	-12	2	-1	2	-216
17	O=C(c1ccc(-c2ccccc2Cl)s1)N1CCOCC1	-15	-93	-35	-9	-277	-5	-90	-2	0	.	-359
18	COc1cc2nc(CN3CCN(S(=O)(=O)c4ccccc4)CC3)[nH]c(=O)c2cc1OC	-30	12	1	5	24	-5	8	.	-12	0	12
19	COc1ccccc1CNCC(O)(c1ccc(Cl)cc1)c1ccc(Cl)cc1	-2	-10	41	-12	9	-5	-5	0	-2	-2	5
20	CSc1ccccc1C(=O)C1CCCN(Cc2cnn(-c3ccccc3)c2)C1 (stereo not drawn)	-7	-27	-6	12	10	-4	5	1	-1	-3	13
21	COc1ccc(N(C(=O)c2ccco2)C(C(=O)NC2CCCC2)c2ccc(C)cc2)c(OC)c1 (stereo not drawn)	6	-4	-5	-5	15	-7	-2	.	-13	4	8
22	O=C(CSc1nncn1-c1cccnc1)Nc1ccccc1[N+](=O)[O-]	14	1	-4	0	-1	-7	-16	3	-5	-5	4
23	CCCCCC1=CCC/C1=N\NC(=O)c1ccc2c(c1)OCO2	-7	0	8	8	19	-7	-45	0	-2	1	11
24	COc1ccc(NC(=O)c2cc(-c3ccc(F)cc3OC(C)C)n[nH]2)c(OC)c1	-11	.	5	1	-1	-13	14	.	14	7	4
25	Brc1csc(/C=N/Nc2nc3ccccc3s2)c1	-38	-76	-54	-6	-242	-10	-140	-2	10	-14	-274

Next section; it opens with the 4 that closed the last part.
#	Compound	CF NFkB inh	MITF TRPM1 inh	Shn3 inh set2	KKLEB cytotox	HIF-2a inh	CaV13 FRET inh	NR2E3 ag-1	NR2E3 ag-2	PDI turbidity	Vif imaging	Peg3 prom inh
22	O=C(CSc1nncn1-c1cccnc1)Nc1ccccc1[N+](=O)[O-]	14	1	-4	0	-1	-7	-16	3	-5	-5	4
23	CCCCCC1=CCC/C1=N\NC(=O)c1ccc2c(c1)OCO2	-7	0	8	8	19	-7	-45	0	-2	1	11
24	COc1ccc(NC(=O)c2cc(-c3ccc(F)cc3OC(C)C)n[nH]2)c(OC)c1	-11	.	5	1	-1	-13	14	.	14	7	4
25	Brc1csc(/C=N/Nc2nc3ccccc3s2)c1	-38	-76	-54	-6	-242	-10	-140	-2	10	-14	-274
26	CCC1=NN2C(=N)/C(=C\c3cccn3-c3ccc(Cl)cc3)C(=O)N=C2S1	2	-6	14	0	14	5	-21	-1	-5	0	7
27	CCN(CC)P(=O)(c1ccccc1)c1c(C)nc2ccccn12 (stereo not drawn)	7	-10	-3	-3	18	-5	0	1	-8	15	0
28	CCC(C)(C)n1nnnc1C(c1ccccn1)N1CCOCC1 (stereo not drawn)	8	3	4	-2	20	-5	1	-3	6	6	-8
29	CC(C)CC(CO)N1CCN(C(=O)c2ccc(C(C)(C)C)cc2)CCC1=O (stereo not drawn)	-10	8	13	11	3	-11	-20	4	-5	13	-2
30	O=C(CCC(=O)OCCCC(F)(F)C(F)(F)F)Nc1ccc(Cl)cc1Cl	10	-6	-11	-8	1	.	0	0	-1	3	0
31	Cc1cccc(-c2nc3ccccc3c(=O)[nH]2)c1	-16	-97	-43	22	-276	-20	-117	3	-6	0	-219
32	COc1ccccc1Nc1nc(-c2cccnc2)cs1	-1	-55	-54	6	-240	-4	-23	0	7	-3	-217
33	Cc1cc(C)c(S(=O)(=O)Nc2ccc(Cl)cn2)c(C)c1	-1	10	2	0	21	-2	-14	0	0	-4	16
34	O=C(CN1CCCC1)Nc1ccc(Br)cc1[N+](=O)[O-]	-6	-19	-8	1	-83	-5	-27	0	-4	5	-55
35	O=C(NNC1=NS(=O)(=O)c2ccccc21)c1ccc(Cl)cc1	3	-12	-5	1	-37	-10	-31	1	10	2	24
36	O=C(Nc1ncc(Cc2cccc(C(F)(F)F)c2)s1)C1CCCO1 (stereo not drawn)	-26	-36	2	-10	-113	-5	-41	0	-9	2	-38
37	O=C(Nc1cccc(C(F)(F)F)c1)c1ccc2sc([C@H]3C[C@H](O)[C@@H](CO)O3)nc2c1	3	.	9	4	-45	-6	-36	.	-25	-28	-2
38	CCOc1ccccc1NC(=O)C1CCCN(S(=O)(=O)c2ccc3c(c2)CCCN3C(C)=O)C1 (stereo not drawn)	17	.	17	-16	10	-6	7	.	5	-4	3
39	CC(C)(C)OC(=O)N1CCCC(C(=O)CC#N)C1 (stereo not drawn)	-12	11	1	3	13	-6	11	-1	2	-13	6
40	O=C(N(c1ccccc1)c1ccccc1)N(c1ccccc1)c1ccccc1	2	.	1	13	28	-14	17	-2	1	-5	35
41	COc1ccccc1N(Cc1ccccc1)S(=O)(=O)c1cccc(C(=O)NC2CC(C)(C)NC(C)(C)C2)c1	15	3	-4	-18	5	-5	-2	-3	0	23	87*
42	CCOC(=O)c1ccc(S(=O)(=O)N2CCC(C(=O)NCC3COc4ccccc4O3)CC2)cc1 (stereo not drawn)	7	.	-31	-3	0	-14	0	.	-4	.	-2
43	O=C(CN(Cc1ccccc1)C(=O)c1csnn1)NCc1ccccc1	0	-1	-30	-6	14	6	6	3	1	19	12
44	Cc1ccc(S(=O)(=O)N[C@H](C(=O)NC2CCC(C)CC2)C(C)C)cc1 (stereo partly drawn)	-21	-15	5	-28	-8	-6	-68	.	-1	26	-17
45	Cc1nnc(SCC(=O)Nc2ccccc2)[nH]c1=O	9	-5	-3	-5	16	.	-16	-1	-2	2	-9
46	O=C(Nc1ccc2c(c1)CCC2)Nc1ccc2c(c1)OCO2	18	-55	-72	-4	-218	-3	-133	4	4	3	-233
47	O=C(Nc1cccc(C(=O)N2CCCC2)c1)C1CCCCC1	6	-10	-7	0	-5	-7	26	.	-3	.	-2
48	Cc1c(NC(=O)c2cccs2)cccc1[N+](=O)[O-]	7	5	5	10	4	-2	-3	5	-3	16	2

Grouped by structure: the compounds so far containing a tert-butyl group
#	Compound	CF NFkB inh	MITF TRPM1 inh	Shn3 inh set2	KKLEB cytotox	HIF-2a inh	CaV13 FRET inh	NR2E3 ag-1	NR2E3 ag-2	PDI turbidity	Vif imaging	Peg3 prom inh
3	COc1ccc2c(c1)nc(SCC(=O)C(C)(C)C)n2C	-11	-18	-23	7	-68	-5	6	2	-3	1	-32
29	CC(C)CC(CO)N1CCN(C(=O)c2ccc(C(C)(C)C)cc2)CCC1=O (stereo not drawn)	-10	8	13	11	3	-11	-20	4	-5	13	-2
39	CC(C)(C)OC(=O)N1CCCC(C(=O)CC#N)C1 (stereo not drawn)	-12	11	1	3	13	-6	11	-1	2	-13	6
